From PubChem
Cl transport mod = KCC2 (human) Cl- transport modulation; actives 2.2% (n = 190,000); B-score of Tl+ flux slope (higher = more flux/activation; lower = inhibition) at 10 µM; KCC2 cells, thallium flux FluoZin-2 fluorescence; Q9H2X9;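 active = thallium flux slope and its plate-corrected score both differing from the plate sample mean at a set confidence after two filtering rounds, in either direction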;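 note: slope of fluorescence scaled to starting intensity during 10 to 20 s after thallium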
Target sequence (Q9H2X9 whole entry, looked up): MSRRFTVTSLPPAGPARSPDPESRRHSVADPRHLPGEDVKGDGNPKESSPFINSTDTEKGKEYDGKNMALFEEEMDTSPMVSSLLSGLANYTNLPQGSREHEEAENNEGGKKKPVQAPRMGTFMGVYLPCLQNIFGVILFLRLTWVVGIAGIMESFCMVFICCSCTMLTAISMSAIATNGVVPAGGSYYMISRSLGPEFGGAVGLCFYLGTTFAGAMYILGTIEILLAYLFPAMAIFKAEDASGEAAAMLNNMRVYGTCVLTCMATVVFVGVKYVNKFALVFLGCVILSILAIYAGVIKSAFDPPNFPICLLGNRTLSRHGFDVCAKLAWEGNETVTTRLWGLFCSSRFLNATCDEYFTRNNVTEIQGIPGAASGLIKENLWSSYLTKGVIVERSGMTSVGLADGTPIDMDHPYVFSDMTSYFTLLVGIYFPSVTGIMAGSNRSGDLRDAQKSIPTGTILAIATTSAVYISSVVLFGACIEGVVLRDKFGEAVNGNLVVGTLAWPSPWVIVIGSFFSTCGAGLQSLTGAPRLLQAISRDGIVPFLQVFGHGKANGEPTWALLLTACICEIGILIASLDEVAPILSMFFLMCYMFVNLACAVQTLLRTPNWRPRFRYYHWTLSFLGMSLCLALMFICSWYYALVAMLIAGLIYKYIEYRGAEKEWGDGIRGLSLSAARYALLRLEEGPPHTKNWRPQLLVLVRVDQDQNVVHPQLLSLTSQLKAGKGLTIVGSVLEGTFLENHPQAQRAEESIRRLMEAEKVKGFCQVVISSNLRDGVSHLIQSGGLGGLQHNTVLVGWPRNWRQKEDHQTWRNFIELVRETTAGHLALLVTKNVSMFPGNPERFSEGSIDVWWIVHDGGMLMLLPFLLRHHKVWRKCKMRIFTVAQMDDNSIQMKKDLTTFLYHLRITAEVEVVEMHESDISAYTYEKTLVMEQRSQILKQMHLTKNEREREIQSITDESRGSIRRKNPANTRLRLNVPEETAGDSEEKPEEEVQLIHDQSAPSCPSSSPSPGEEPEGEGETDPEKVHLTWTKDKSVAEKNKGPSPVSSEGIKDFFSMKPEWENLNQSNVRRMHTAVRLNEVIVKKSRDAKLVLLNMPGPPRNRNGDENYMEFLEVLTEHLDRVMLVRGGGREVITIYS
Thrombin inh = inhibitors of human thrombin; P00734; alpha-thrombin, Boc-VPR-AMC fluorogenic substrate cleavage; inhibition, % at 5 µM; actives 0.26% (n = 220,000);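 active = inhibition at or above 40%; inactive = inhibition below 40%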;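 note: 0% = enzyme with no compound and 100% = wells without enzyme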
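Material: human alpha-thrombin protein; Also added: Boc-VPR-AMC substrate, 15 µM final; Timing: enzyme reaction carried out at room temperature; Signal: fluorescence, ex 355 nm, em 460 nm; Measure: % inhibition of thrombin; Controls: enzyme without compound as high, wells lacking enzyme as low.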
eIF4E-4G inh = eIF4E/eIF4G interaction inhibition in translation initiation; P63073+Q04637; TR-FRET eIF4E-eIF4GI(517-606) binding, 2 h; inhibition, % at 21.7 µM; actives 0.37% (n = 220,000); AID 782;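 note: 0% = full FRET control wells and 100% = background wells lacking eIF4GI fragment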
14-3-3 Bad PPI = disrupts binding of bovine 14-3-3 zeta to phospho-Bad peptide; P63103; TR-FRET 14-3-3zeta/Dy647-pBad peptide displacement, 1 h; inhibition, % at 21.7 µM; actives 0.71% (n = 220,000); AID 781;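 active = inhibition above about 70%, limit read from the data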;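 note: 0% = full 14-3-3 plus peptide FRET controls and 100% = background without 14-3-3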
p47phox inh = blocks human p47phox regulatory protein of NADPH oxidases | P14598 | p47phox/p22phox peptide binding, fluorescence polarization, 2 h | inhibition, % at 24.7 µM | actives 0.53% (n = 220,000) | AID 1274;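 note: 0% = p47phox with labelled peptide and 100% = labelled peptide alone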
EBV gp42 block = inhibitors of Epstein-Barr virus glycoprotein 42; Q1HVG2; Fluorescence polarization binding assay, mP read-out; inhibition, % (tested at 21.74 µM); actives 0.42% (n = 220,000); in the data active = inhibition above about 50%
Furin inhibitor = human furin inhibition. inhibition, % at 30 µM. P09958. AID 463115. actives 0.061% (n = 220,000). purified furin, fluorogenic substrate cleavage; in the data active = inhibition above about 25%; note: inactives centre near -15
hK5 inh = inhibitors of human kallikrein 5. inhibition, % at 5 µM. actives 0.59% (n = 210,000). Q9Y337. recombinant hK5, fluorogenic AMC substrate cleavage. AID 873;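 active = inhibition of 40% or more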;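 note: 0% = enzyme controls without compound and 100% = no-enzyme blanks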
Rad51 HR inh = blocks human Rad51 in homologous recombination | Q06609 | hRad51 DNA strand exchange, fluorescence dequenching | inhibition, % at 10 µM | actives 0.085% (n = 200,000) | AID 1385;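 active = inhibition above 40% at the single screening dose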;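 note: 0% = DMSO control wells and 100% = blanks with heterologous ssDNA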
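Material: hRad51 filaments on single-stranded DNA; Reagent: Donor/quencher-labelled 47-bp dsDNA substrate; Compound: 10 µM final, single point; Schedule: 37 °C 15-min filament assembly, 30-min compound preincubation, 15-min exchange; Technique: FRET fluorescence, excitation 485 nm, emission 520 nm; Benchmarks: control wells and blank wells on each plate.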
The depositor's hits bear a star; . = no result given; [ ] = remark or other dose.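 Rule for the calls, unless noted: active = inhibition above about 30% (limit read from the data); inactive = the rest.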 This is a subset; count on the stated rates, not on these rows.

SMILES	Cl transport mod	Thrombin inh	eIF4E-4G inh	14-3-3 Bad PPI	p47phox inh	EBV gp42 block	Furin inhibitor	hK5 inh	Rad51 HR inh
COc1ncccc1C(=O)NCC(CC(=O)O)c1ccccc1 (configuration not stated)	0.57	-2	-2	-9	-9	1	-24	-28	-3
N#CCCn1cc(C(=O)O)c(-c2cccc([N+](=O)[O-])c2)n1	0.59	-5	-3	3	5	-5	-14	2	4
CC(C)NS(=O)(=O)c1ccc(OCC(=O)N2CCN(Cc3ccc4c(c3)OCO4)CC2)c(Cl)c1	.	-4	-1	6[fluorescence artefact?]	-9	-3	-3[20 µM]	3	-3
N=C1c2ccccc2CN1NC(=O)c1ccc(F)cc1	.	3	-9	11	4	-17	-13[20 µM]	-8	-5
O=C1NC(=O)C(=Cc2ccccc2Oc2ccc(F)cc2)C(=O)N1	-1.1	6	6	-4	-10	-8	-28	-5	-8
Nc1ccc(N2CCN(Cc3ccccc3Cl)CC2)c(Cl)c1	-0.059	-4	9	-6	2	-1	-17[20 µM]	1	-9
CCn1c(O)c(N=Nc2cccc(S(=O)(=O)N3CCOCC3)c2)c(=O)n(CC)c1=S	.	2	-6	-4	-11	-11	-5	0	9
O=C(c1cccn2c(=O)c3ccc(Cl)cc3nc12)N1CCC2(CC1)OCCO2	1.2	-20	1	-3	-5	-23	-17[20 µM]	-2	.
CN(C)CCc1nn[nH]n1	0.3	-7	3	6	-9	-15	-9[20 µM]	0	1
COc1ccc(C2SCC(=O)Nc3c2c(=O)[nH]n3C2CCCCC2)cc1 (configuration not stated)	.	2	2[fluorescence artefact?]	-11[fluorescence artefact?]	3	-11	-33	-16	5
C=CCN1C(=O)NC(=O)/C(=C/c2ccc(OC)c(CSc3ccccn3)c2)C1=O	0.67	-1	1	36	-22	-10	-20[20 µM]	-30	-10
COP(=O)(Cc1ccc(C#N)o1)OC	-0.0089	4	0	-7	-8	-14	-21	-4	-4
CCOP(=O)(OCC)C(NC(=O)c1cccc(C)c1)C(Cl)(Cl)Cl (configuration not stated)	-0.32	-7	2	-8	5	-2	-17	-1	17
CCC1(CC)C(=O)NC(=Nc2cccc(C(F)(F)F)c2)NC1=O	0.17	-5	2	-6[fluorescence artefact?]	-11	-1	-9	-21	-6
Cc1ccc(C2NC(=S)NC(c3ccc(C)cc3)C23C(=O)NC(=O)NC3=O)cc1 (configuration not stated)	.	5	5	-8[fluorescence artefact?]	-9	-8	-9[20 µM]	0	0
CCCOC(=O)c1c(N)n(Cc2cccs2)c2nc3ccccc3nc12	-0.42	-2	1[fluorescence artefact?]	-1	-24	-8	-13[20 µM]	-163	-2
COc1ccccc1CN1CCCC(C(=O)c2ccccc2SC)C1 (configuration not stated)	.	-4	-2	0	-10	-2	-17	.	-18
COc1cccc(-c2nc3ccc(N4CCN(C)CC4)cc3[nH]2)c1	-0.0067	-15	2	-9	-14	1	-26	6	0
C#CCNc1ccncc1S(=O)(=O)NC(=O)NC(C)C	-0.59	0	6	58	6	-12	-12[20 µM]	-6	-9
Cc1ncc(CN2CCCC(C(=O)c3sccc3C)C2)s1 (configuration not stated)	-0.53	1	22	-8	-7	-18	-11	-2	15
Cc1oc(-c2cccs2)nc1CSCC(=O)N1CCC2(CC1)OCCO2	0.98	-14	0[fluorescence artefact?]	7[fluorescence artefact?]	-11	1	-4[20 µM]	2	-7
O=S1(=O)CC2(N3CCOCC3)CCCCC21 (configuration not stated)	0.99	1	5	-8	-12	-21	-16	-9	-4
O=P(OCC(F)(F)C(F)F)(N1CCCCC1)N1CCCCC1	0.87	6	-12	-7	30	-10	-13[20 µM]	-1	-2
O=C(CN1CC=C(c2ccccc2)CC1)NC(=O)NCc1ccccc1	0.049	-7	3	6	-11	9	-17	-4	-42
CCOC(=O)C1CCN(/C=C2/C(=O)NC(=O)N(c3ccc(OCC)cc3)C2=O)CC1	.	-1	-2	14	-9	-18	5	4	31

Remaining list, next part
SMILES	Cl transport mod	Thrombin inh	eIF4E-4G inh	14-3-3 Bad PPI	p47phox inh	EBV gp42 block	Furin inhibitor	hK5 inh	Rad51 HR inh
CC(=NCc1ccc2c(c1)OCO2)c1c(O)n(-c2ccccc2)c(=O)[nH]c1=O	-0.9	-3	-1	0	-21	-8	-25	0	.
Cc1ccc(CN2CCCC(C(=O)c3sccc3C)C2)o1 (configuration not stated)	.	-3	-1	-3	-5	-2	-21	.	.
Cc1ccc(/C=C2/C(=O)NC(=O)N(C)C2=O)cc1	0.45	-7	1	1	1	-6	-9	-17	-6
CN1CCN(c2ccc3nccnc3c2)CC1	-0.21	.	1	-5	-4	45	-24	1	-2
Cc1ccc2cccc(OC(=O)N(C)c3ccccc3)c2n1	-0.16	-4	-7	-11	-1	-7	-5	-24	2
C=C1C(O)(c2ccccc2)C2CC[N+]1(C)CC2 (configuration not stated)	-0.17	2	3	-3[fluorescence artefact?]	-1	-53	-16[20 µM]	3	2
Fc1cccc(F)c1-c1nc(-c2ccc(Cl)cc2)no1	1	1	1	3	1	-12	-1	40	6
Cc1ccc(Sc2ccc(C=C3C(=O)N(C)C(=O)N(C)C3=O)o2)cc1	1.4	1	-1	-6	-4	-6	-21	-10	-5
CNC(=O)O/N=C(\N)Cc1csc2ccccc12	0.11	-1	2	0	-10	-13	-21	4	2
CCC(C)n1c(O)c(/C=N/N2CCOCC2)c(=O)[nH]c1=S (configuration not stated)	-0.17	-1	10[fluorescence artefact?]	-3[fluorescence artefact?]	-13	-6	17	-19	-9
CC(C)N1C(=O)/C(=C/C=C/c2ccco2)C(=O)N(Cc2ccco2)C1=O	0.94	11	1	-2	-32	-49	3[20 µM]	-33	-55
CCN(CC)c1ccc(/C=C2\C(=O)NC(=S)N(C)C2=O)o1	-4.6	0	-2	0	-210	-230	13	1	.
C=C1N2CCC(CC2)C1(O)c1ccc(C)cc1 (configuration not stated)	.	5	-1	-11	-3	-13	-6[20 µM]	1	-4
C/C(Cl)=C/CC1(CN2CCCC2=O)C(=O)NC(=O)NC1=O	1.2	-5	-7	2	-19	-8	-15	-24	-3
O=C1CN=C(c2ccc(Br)cc2)c2c(sc3c2CCCC3)N1CCN1CCCCC1	0.18	-3	-3	-7	-3	-16	-21	-2	5
CSc1nc2ccc(C)cc2c(=O)n1-c1cccnc1	-1.3	1	0	4	0	-8	-17	1	15
CN1C2CCC1C(COC(=O)c1ccccc1)C(O)C2 (configuration not stated)	1.3	-4	-2	91*	-6	-3	-23	1	0
Cc1ccc(CNCCc2ccccc2F)cc1	-0.016	-8	18	-8	-10	3	-3	-16	1
Cc1ccc2c(c1)=NC(=O)/C(=C/c1c(O)[nH]c(=O)[nH]c1=O)C=2	-2.1	-6	-2	-1	-13	-1	-23	-7	4
c1cnc(N2CCNCC2)nc1	1	-13	0	-6	6	-7	-29	3	26
Cc1ccsc1C(=O)C1CCCN(Cc2ccc(O)cc2)C1 (configuration not stated)	-0.81	-2	1	-11	-9	-6	-20	0	0
Cc1ccsc1C(=O)C1CCCN(Cc2cc(C(C)C)n[nH]2)C1 (configuration not stated)	.	-9	-1	-4	-11	-1	-27	-5	3
CN1CCN(c2ccc([N+](=O)[O-])c(N/N=C3\CN4CCC3CC4)c2)CC1	.	-4	1	3	-8	-15	-4[20 µM]	0	13
O=C1CN=C(c2ccccc2)c2cc(Br)ccc2N1Cc1cc(=O)n2ccccc2n1	.	1	6[fluorescence artefact?]	-15	-8	-3	-4	-20	7
Cc1c(N=Cc2c(O)n(Cc3ccc(F)cc3)c(=O)[nH]c2=O)c(=O)n(-c2ccccc2)n1C	0.052	-1	6	-10	-1	2	-14[20 µM]	-12	7

Later entries:
SMILES	Cl transport mod	Thrombin inh	eIF4E-4G inh	14-3-3 Bad PPI	p47phox inh	EBV gp42 block	Furin inhibitor	hK5 inh	Rad51 HR inh
Cn1c(=O)cc(OCC(=O)N2CCC3(CC2)OCCO3)c2ccccc21	0.7	-10	-1	-2	1	-18	-25	3	-2
CCOC(=O)c1c(N)n(Cc2ccc(OC)cc2)c2nc3ccccc3nc12	-0.83	-9	-5	7	-2	7	-12	-78	-1
CN1CCN(c2ccc(C(N)=O)cc2[N+](=O)[O-])CC1	0.53	-10	0	-2	4	-8	-14	-13	.
CN1CCN(c2cc(N3CCCC3)c([N+](=O)[O-])cc2F)CC1	-0.32	2	4	-18	-3	3	-6[20 µM]	-8	1
CC(=O)c1ccc(OC(NC(=O)c2ccco2)C(Cl)(Cl)Cl)cc1 (configuration not stated)	.	-2	4	2[fluorescence artefact?]	-9	-15	14[20 µM]	-2	9
CCCCCCC(=O)N/N=C/c1c(O)n(C2CC2)c(=S)[nH]c1=O	-1.5	0	-1	-10	-17	-12	21	-18	-3
CN1CC=C(c2c[nH]c3ccccc23)CC1	-0.057	3	-2	3	-12	-29	-19	0	2

Taken from above (13 entries):
SMILES	Cl transport mod	Thrombin inh	eIF4E-4G inh	14-3-3 Bad PPI	p47phox inh	EBV gp42 block	Furin inhibitor	hK5 inh	Rad51 HR inh
CN1C2CCC1C(COC(=O)c1ccccc1)C(O)C2 (configuration not stated)	1.3	-4	-2	91*	-6	-3	-23	1	0
Cc1ccc(CNCCc2ccccc2F)cc1	-0.016	-8	18	-8	-10	3	-3	-16	1
Cc1ccc2c(c1)=NC(=O)/C(=C/c1c(O)[nH]c(=O)[nH]c1=O)C=2	-2.1	-6	-2	-1	-13	-1	-23	-7	4
c1cnc(N2CCNCC2)nc1	1	-13	0	-6	6	-7	-29	3	26
Cc1ccsc1C(=O)C1CCCN(Cc2ccc(O)cc2)C1 (configuration not stated)	-0.81	-2	1	-11	-9	-6	-20	0	0
Cc1ccsc1C(=O)C1CCCN(Cc2cc(C(C)C)n[nH]2)C1 (configuration not stated)	.	-9	-1	-4	-11	-1	-27	-5	3
CN1CCN(c2ccc([N+](=O)[O-])c(N/N=C3\CN4CCC3CC4)c2)CC1	.	-4	1	3	-8	-15	-4[20 µM]	0	13
O=C1CN=C(c2ccccc2)c2cc(Br)ccc2N1Cc1cc(=O)n2ccccc2n1	.	1	6[fluorescence artefact?]	-15	-8	-3	-4	-20	7
Cc1c(N=Cc2c(O)n(Cc3ccc(F)cc3)c(=O)[nH]c2=O)c(=O)n(-c2ccccc2)n1C	0.052	-1	6	-10	-1	2	-14[20 µM]	-12	7
Cn1c(=O)cc(OCC(=O)N2CCC3(CC2)OCCO3)c2ccccc21	0.7	-10	-1	-2	1	-18	-25	3	-2
CCOC(=O)c1c(N)n(Cc2ccc(OC)cc2)c2nc3ccccc3nc12	-0.83	-9	-5	7	-2	7	-12	-78	-1
CN1CCN(c2ccc(C(N)=O)cc2[N+](=O)[O-])CC1	0.53	-10	0	-2	4	-8	-14	-13	.
CN1CCN(c2cc(N3CCCC3)c([N+](=O)[O-])cc2F)CC1	-0.32	2	4	-18	-3	3	-6[20 µM]	-8	1
